EPAC1 agonist = activates human EPAC1 exchange factor | O95398 | EPAC1 agonist qHTS, biochemical assay; response scale: 100% = response to 6.5 mM cAMP | Potency, µM (titrated, usually from 154 µM), inactives show at the top dose activation, usual class: activators | 360,000 tested, 0.073% active | AID 720707; note: nearly all actives have a fitted effect of over 60% in size
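EPAC1 100 nM, Rap1B–BODIPY-GDP 250 nM, unlabeled GDP 50 uM; compound titration; 5 min RT; kinetic read ex480/em540 at 5-min intervals ×30 min; data normalized to 6.5 mM cAMP agonist control.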
EPAC1 antag = EPAC1 (human) antagonism; O95398; EPAC1 GEF assay, Rap1b-BODIPY-GDP exchange fluorescence; Potency, µM (highest dose often 115 µM), inactives show top-dose activity change, negative = inhibition, actives largely listed as inhibitors; 360,000 tested, 0.14% active; AID 720709;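 note: plate controls were vehicle for no effect and positive control for full effect; nearly all actives have a fitted effect of over 50% in size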
EPAC2 antagonist = antagonists of human EPAC2; Q8WZA2; EPAC2 GEF exchange of Rap1B-BODIPY-GDP, fluorescence; 360,000 tested, 0.18% active; Potency, µM (titrated, usually from 114 µM), for the others: at the highest dose activity, negative = inhibition, hits mostly inhibitors; note: % is set by controls: 0 for no effect and ±100 for the full control effect; nearly all actives have a fitted effect of over 45% in size; many of its hits are not listed in these tables
Target sequence (Q8WZA2 whole entry, looked up): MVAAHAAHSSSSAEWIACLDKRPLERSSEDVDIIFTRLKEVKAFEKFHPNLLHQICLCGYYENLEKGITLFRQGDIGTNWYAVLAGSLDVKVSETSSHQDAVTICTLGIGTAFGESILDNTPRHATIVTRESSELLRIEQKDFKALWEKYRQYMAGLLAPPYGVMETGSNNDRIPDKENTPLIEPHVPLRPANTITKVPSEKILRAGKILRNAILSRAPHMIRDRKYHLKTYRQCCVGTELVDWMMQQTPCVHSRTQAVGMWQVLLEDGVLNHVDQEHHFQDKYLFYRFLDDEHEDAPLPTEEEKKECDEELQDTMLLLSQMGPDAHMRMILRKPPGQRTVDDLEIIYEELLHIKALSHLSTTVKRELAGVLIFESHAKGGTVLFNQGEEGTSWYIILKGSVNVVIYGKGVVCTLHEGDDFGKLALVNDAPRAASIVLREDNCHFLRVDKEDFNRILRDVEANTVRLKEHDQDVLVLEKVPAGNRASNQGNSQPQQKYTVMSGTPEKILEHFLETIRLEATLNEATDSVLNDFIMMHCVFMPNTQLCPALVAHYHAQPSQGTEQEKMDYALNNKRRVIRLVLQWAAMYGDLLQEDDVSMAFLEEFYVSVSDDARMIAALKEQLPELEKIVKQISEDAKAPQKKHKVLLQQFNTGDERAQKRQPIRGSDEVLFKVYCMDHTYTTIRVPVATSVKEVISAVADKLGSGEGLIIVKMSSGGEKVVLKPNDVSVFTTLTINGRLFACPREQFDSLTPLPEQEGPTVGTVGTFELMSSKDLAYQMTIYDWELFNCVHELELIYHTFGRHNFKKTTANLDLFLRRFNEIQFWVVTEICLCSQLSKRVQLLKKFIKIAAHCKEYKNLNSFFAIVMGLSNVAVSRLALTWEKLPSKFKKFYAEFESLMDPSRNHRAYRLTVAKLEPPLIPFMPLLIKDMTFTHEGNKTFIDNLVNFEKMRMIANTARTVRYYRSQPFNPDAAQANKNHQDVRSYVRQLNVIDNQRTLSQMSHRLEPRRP
aSyn rescue = rescues yeast growth from alpha-synuclein toxicity | Yeast expressing alpha-synuclein, growth rescue, BacTiter-Glo, 24 h | Potency, µM (highest dose often 46.1 µM), for the others: top-dose growth rescue (activation), most hits filed as activators | 370,000 tested, 0.14% active; note: % of control where 0% means no effect; nearly all actives have a fitted effect of over 65% in size
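Rescue of yeast growth: cells expressing toxic alpha-synuclein, induced in galactose at OD600 0.02, incubated with compound 24 h at 30 C. ATP luminescence quantified growth; inhibitors of toxicity appear as activators.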
FUS yeast rescue = rescues growth of FUS-expressing yeast; S. cerevisiae FUS-expressing, growth rescue, OD600, 24 h; Potency, µM (highest dose often 76.6 µM), for the others: at the top dose growth rescue (activation), usual class: activators; 390,000 tested, 0.24% active;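 note: plate controls were DMSO vehicle for no effect and reference control for full effect; nearly all actives have a fitted effect of over 55% in size; some results filed as inactive show a strong effect at the top dose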
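FUS-expressing yeast, raffinose-pregrown, induced in 2% galactose minimal medium at OD 0.005; compounds in a dilution series, 24hr at 30C. Growth restoration read as absorbance at 600 nm. CP55940 positive control, DMSO negative.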
TDP-43 yeast inh = inhibitors of TDP-43 toxicity in yeast. TDP-43 expressing yeast growth rescue, BacTiter-Glo, 24 h. Potency, µM (highest dose often 46.1 µM), for inactives: at the top dose growth rescue (activation), hits mostly activators. 410,000 tested, 1.8% active. AID 652104; note: % of control where 0% means no effect; nearly all actives have a fitted effect of over 50% in size
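Growth rescue of TDP-43-toxic yeast measured as ATP luminescence (BacTiter-Glo). Cells grown to mid-log in raffinose, induced in galactose at OD600=0.02, exposed to compound 24 hr at 30 deg C.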
EPAC2 ag = EPAC2 (human) agonism. AID 720711. EPAC2 activation, biochemical qHTS; response scale: 100% = 6.5 mM cAMP response. Q8WZA2. 360,000 tested, 0.079% active. Potency, µM (highest dose often 154 µM), without a hit: at the top dose activation, usual class: activators; note: nearly all actives have a fitted effect of over 50% in size
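Fluorescence exchange assay: 100 nM EPAC2 with 250 nM RAP1B-BODIPY-GDP and 50 uM GDP; compounds tested as a concentration-titration series (qHTS). Loss of Rap1-bound BODIPY-GDP fluorescence read at 480/540 nm; data normalized to 6.5 mM cAMP.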
PTHR1 ag = agonists of human PTHR1 parathyroid hormone receptor | AID 743266 | Potency, µM (doses to about 115 µM), without a hit: top-dose activation, hits mostly activators | Q03431 | HEK293 GP2 PTHR1 cells, GloSensor cAMP luminescence, 1 h | 410,000 tested, 0.075% active; note: nearly all actives have a fitted effect of over 55% in size; some results filed as inactive show a strong effect at the top dose; inactives centre near -15; many of its hits are not listed in these tables
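HEK-293-derived GP2 cells expressing PTHR1 and a GloSensor cAMP reporter, 3,000/well, plated overnight, given luciferin plus IBMX (each 0.5 mM as added) for 1 h at 37 °C, then compound for 1 h at 37 °C. Luminescence was read after 15 min at room temperature.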
* marks the source's active call; other numbers are inactive results; i = inactive; ? = inconclusive; & = joins results of further samples; [ ] = dose if it differs, or a comment. Calls come from the whole dose curve; as a rule, active = well fitted curve in the direction sought with a large enough effect; inconclusive = small, poorly fitted or top-dose-only effect, or another doubt; inactive = no such curve, though single readings can be large; an effect the other way counts as inactive or inconclusive. Potency is the fitted concentration of half-maximal effect. An excerpt; rates above refer to the full screens.

SMILES | EPAC1 agonist | EPAC1 antag | EPAC2 antagonist | aSyn rescue | FUS yeast rescue | TDP-43 yeast inh | EPAC2 ag | PTHR1 ag
CCCC(=O)NC(Nc1ccc(S(=O)(=O)Nc2ncccn2)cc1)(C(=O)OCC)C(F)(F)F (stereo not drawn) | -2% | 3% | 2% | 0% | 1% | 16% | 1% | i
CCc1ccccc1NS(=O)(=O)c1ccc(SC)cc1 | 2% | 4% | -5% | 11% | 1% | 29% | 10% | -9%[57.5 µM]
CC(Oc1cccc2cccnc12)C(=O)N/N=C/c1ccc2c(c1)OCO2 (stereo not drawn) | 3% | -14% | -9% | 5% | -2% | 6% | -2% | i
CCOc1cc(C(=O)OC(C)C(=O)Nc2ncc(Cl)cc2Cl)ccc1OCC(=O)N1CCOCC1 (stereo not drawn) | 7% | 4% | -2%[57.1 µM] | -10% | 13% | -12% | 6% | i
c1ccc(C2CCC(N3CCN(c4ccccc4)CC3)CC2)cc1 (stereo not drawn) | 11% | -6% | -1% | 2% | 17% | -1% | 17% | i
CN(CCOC(=O)/C=C/c1ccco1)Cc1ccccc1 | -4% | -14% | 26% | 1% | -7% | 11% | 4% | -1%
Cc1nc2nc(C)c(NS(=O)(=O)c3ccc(Cl)cc3)c(=O)n2[nH]1 | 13% | -21% | 3% | 10% | -22% | -4% | 0% | i
O=C(Nc1cccc([N+](=O)[O-])c1)NN1CCCCCC1 | 11% | -6% | 7% | 6% | 15% | 18% | 14% | -8%
Cc1nc(-c2ccccc2)sc1C1(C)CC(c2ccc(C#N)cc2)=NO1 (stereo not drawn) | -24% | 7% | 5% | 6% | -2% | 16% | 7% | -21%
Nc1ccc(Br)cc1-c1nc2ccccc2[nH]c1=O | -6% | 1% | 15% | 8% | -23% | 0% | -5% | i
Cc1ccc([C@H]2C[C@H](O)[C@@H](n3cc(-c4ccc(F)cc4)nn3)CN2CC2CCCCC2)cc1 | -15% | 5% | 9% | 1% | 16% | 15% | 17% | -2%
Cc1ccc(NC(=O)CSc2nc(N)c(-c3ccccc3)c(=O)[nH]2)cc1Cl | -4% | -15% | 3% | -5% | 20% | -10%[9.22 µM] | 4% | -24%
C=CCNc1nc(Cl)nc(Nc2ccc(OC)cc2OC)n1 | -4% | 5% | 8% | 0% | 6% | -1%[9.22 µM] | 6% | -27%
COc1ccc(-n2nc3c(c2NC(=O)c2ccc(Br)o2)CS(=O)(=O)C3)cc1 | -9% | -15% | -7% | 16% | ? | -11% | 2% | ?
Cc1cccc(Cl)c1OCCCn1ccnc1 | -17% | 4% | 5% | 7% | -24% | 11% | -3% | i
CCOC(=O)N1N=C(c2ccc(OC)cc2)CC1(O)C(F)(F)F (stereo not drawn) | 11% | -14% | 1%[57.1 µM] | -4% | -26% | 0% | 11% | -37%[inhibitor]
O=C(COC(=O)CNC(=O)c1ccccc1F)NCCNC(=O)COC(=O)CNC(=O)c1ccccc1F | -4% | -14% | 15% | -3% | -3% | 8% | 8% | -9%
O=C(NCCCCc1ccccc1)c1ccc(Br)cc1 | -10% | -5% | 3% | -8% | -23% | -11% | -3% | -5%
CCCOc1ccc(NC(=O)CC2C(=O)N(c3ccc(OCC)cc3)C(=S)N2C2CC2)cc1 (stereo not drawn) | 5% | 8% | 0% | 7% | 3% | 18% | -7% | i
COc1cc(C2c3sc(=O)[nH]c3SC3C4CCC(C4)C23)ccc1O (stereo not drawn) | 12% | 1% | -3% | -1% | 31% | -2% | 6% | i
CC(C)c1nc(SCC(=O)Nc2cccc(S(N)(=O)=O)c2)n[nH]1 | -1% | 15% | 11% | -3% | -9% | 4% | 0% | i
O=C(Nc1ccc(-c2nc3cccnc3s2)cc1)c1cccnc1Cl | 3% | -2% | 1% | ? | 5% | -17% | 3% | -22%
CC(C)(Oc1ccc(Cl)cc1)C(=O)NCC(c1cccs1)N1CCOCC1 (stereo not drawn) | 0% | 7% | -3% | -7% | 15% | 3% | 6% | -13%
CCCN(Cc1cc2ccc(C)cc2[nH]c1=O)C(=O)c1cccnc1 | -2% | 14% | 0% | -2% | 40% | -3% | -6% | -21%[57.5 µM]
COC(=O)C1=C(O)/C(=C\c2cc(C)n(-c3ccccc3F)c2C)N=C1C | 7% | 4% | 8% | 8% | 14% | 5% | 2% | i
CCN(CC)c1ccc(/C=N/OC(C)C(=O)Nc2ccc(C)cc2)cc1 (stereo not drawn) | -3% | ? | -17% | 1% | 18% | -16% | 5% | -2%
COc1ccccc1N1C(=O)C2C3C=CC(C3)C2C1=O (stereo not drawn) | 0% | -18% | -2% | -1% | -4% | -12% | 0%[15.6 µM] | i
CCOc1ccc(-n2cc(C(=O)NCc3ccco3)c3cc(OC)c(OC)cc3c2=O)cc1 | -22% | -5% | 17% | 9% | 24% | 9% | -5% | i
COc1ccc(OC)c(NCc2nnc(-c3ccccc3)o2)c1 | -4% | -1% | 0% | 20% | 18% | 2% | 6% | i
CCOC(=O)C(CCCCCCC(NC(C)=O)(C(=O)OCC)C(=O)OCC)(NC(C)=O)C(=O)OCC | 3% | 6% | -1% | 4% | -10% | 21% | 1% | i
COn1c(-c2ccccc2)c(C=O)c2ccccc21 | 9% | -15% | -10% | 0% | 6% | 4% | 14% | -19%
CN1CCN(C(=O)c2cc(Cl)cc(Cl)c2NC(=O)c2ccco2)CC1 | 6% | 3% | 8% | -3% | 9% | ? | 9% | i
CCOc1cccc(C(=O)NC(=S)Nc2ccc3c(c2)OCCO3)c1 | 3% | -9% | 0% | -15% | 21% | ? | 23% | -32%[inhibitor]
O=C(Nc1ccc(F)cc1)N1CCN(c2ccc3nnc(-c4ccc(F)cc4)n3n2)CC1 | -4% | -8% | -10% | -8%&5% | ? | 15%&0% | 10% | -14%
CCOC(=O)c1ccc(NS(=O)(=O)c2cccc3nsnc23)cc1 | 22% | -4% | -2% | -18% | 14% | 19% | 6% | -12%
COc1ccc(CCN2C(=O)C3C4CC(C5C(C(=O)N/N=C\c6ccc(Cl)cc6)=NOC45)C3C2=O)cc1OC (stereo not drawn) | 11% | -15% | -1% | 0% | 13% | -1% | -2% | -17%
Cc1ccc(S(=O)(=O)Nc2n[nH]nc2C(=O)NC2CCCCC2)cc1 | -3% | -17% | 4% | 3% | 3% | -11% | 1% | i
CC(C)(C)c1ccc(-n2ncc3c2CCCC3NC(=O)CCN2CCCO2)cc1 (stereo not drawn) | -3% | 17% | 6% | 4% | 26% | 2% | -6% | -24%
COc1cc(NC(=O)c2ccc(Br)o2)c(C(=O)O)cc1OC | -15% | 7% | 0% | 11% | 15% | -2% | -9% | -11%
Nc1c(C(=O)O)sc2nc(-c3ccccc3)c3c(c12)CCCC3 | 7% | -2% | -2% | 0% | 8% | ? | 1% | i
COC(=O)c1ccc(CN2C(=O)C(Cc3ccccc3)ON=C2c2ncccc2C)o1 (stereo not drawn) | -2% | -5% | 10% | 1% | 12% | 13% | 6% | -31%[inhibitor]
CCOC(=O)c1ccc(NC(=S)N2CCN(C(=O)C3CCCO3)CC2)cc1 (stereo not drawn) | -6% | 8% | 11% | -4% | 24% | 0% | 6% | -13%
Cn1nccc1C(=O)NC1CCCc2c1cnn2-c1ccccc1F (stereo not drawn) | 0% | -4% | 9% | -2% | -17% | 8% | 7% | -41%[inhibitor]
Cc1ccc(OCC(=O)Nc2ccc(C(=O)Nc3ccccc3C(=O)O)cc2)cc1C | 2% | -3% | -17% | -2% | -23% | 8% | 7% | -39%[inhibitor]
CN(C)S(=O)(=O)Oc1ccccc1C(=O)Nc1ccc(F)cc1F | -1% | -1% | 4% | -1% | -7% | -8% | 3% | -5%
CCc1ccc(OCC(=O)N2CCN(c3ccccc3F)CC2)cc1 | 15% | 0% | -12% | 18% | 27% | 19% | 22% | -11%
O=C(CCN1N=C(c2ccccc2)CCC1=O)NCCCN1CCOCC1 | -9% | -17% | -2% | -1% | 5% | 9% | -1% | i
CN(C)c1ccc(C=NCCC2(O)CCOC(C)(C)C2)cc1 (stereo not drawn) | 12% | -16% | -5% | -9% | -40% | 10% | -24% | i

3 entries out of the list above, sorted by the value under EPAC1 antag, rising:
SMILES | EPAC1 antag | EPAC2 antagonist | FUS yeast rescue | PTHR1 ag
Nc1c(C(=O)O)sc2nc(-c3ccccc3)c3c(c12)CCCC3 | -2% | -2% | 8% | i
CCc1ccc(OCC(=O)N2CCN(c3ccccc3F)CC2)cc1 | 0% | -12% | 27% | -11%
CC(C)(C)c1ccc(-n2ncc3c2CCCC3NC(=O)CCN2CCCO2)cc1 (stereo not drawn) | 17% | 6% | 26% | -24%

Complete entries as entered above. Values in the order: EPAC1 agonist | EPAC1 antag | EPAC2 antagonist | aSyn rescue | FUS yeast rescue | TDP-43 yeast inh | EPAC2 ag | PTHR1 ag
COc1ccccc1N1C(=O)C2C3C=CC(C3)C2C1=O (stereo not drawn) is listed as 0% | -18% | -2% | -1% | -4% | -12% | 0%[15.6 µM] | i
C=CCNc1nc(Cl)nc(Nc2ccc(OC)cc2OC)n1 is listed as -4% | 5% | 8% | 0% | 6% | -1%[9.22 µM] | 6% | -27%

(cont.)
SMILES | EPAC1 agonist | EPAC1 antag | EPAC2 antagonist | aSyn rescue | FUS yeast rescue | TDP-43 yeast inh | EPAC2 ag | PTHR1 ag
CC(C)N(C(=O)[C@H]1C[C@H](CC(=O)NCc2cccc(C(F)(F)F)c2)C(=O)N2CCc3c([nH]c4cc(CCC(=O)N(C)C)ccc34)[C@]12C)C(C)C | -17% | -8% | -2% | -4% | ? | 14% | -4% | i
O=C(NNC(=O)c1ccco1)Nc1ccccc1 | -22% | -8% | 14% | 0% | 6% | 0% | -2% | -6%
O=C(Cn1cnc2cc([N+](=O)[O-])ccc2c1=O)NC1CCS(=O)(=O)C1 (stereo not drawn) | 9% | 10% | 4% | -2% | -8% | 17% | 5% | -25%
CC(CC(=O)Nc1ccc(Cl)c(S(=O)(=O)N2CCOCC2)c1)c1ccccc1 (stereo not drawn) | 22µM* | -23% | 1% | 5% | 21% | -16% | 1% | -28%
COc1ccccc1NC(=O)c1cc[n+]([O-])cc1 | 5% | ? | -1% | -7% | -22% | 18% | 9% | i
CC1(C)CC(Cc2cccc(C(F)(F)F)c2)N(C(=O)OC(C)(C)C)C1 (stereo not drawn) | -5% | -4% | -12% | 0% | -4% | 20% | -10% | -11%
O=C(NC1CCCC1)C1c2ccccc2C(=O)N1CCCN1CCOCC1 (stereo not drawn) | 5% | -8% | 5% | -1% | -21% | 18% | 24% | 1%
CC(C)C(=O)N1N=C(c2ccc(NS(C)(=O)=O)cc2)CC1c1cccs1 (stereo not drawn) | 2% | ? | -2% | -2% | 33% | -15% | 12% | -38%

Screening results from PubChem BioAssay.
